TrxR1 substrate: is turned over as a substrate by rat TrxR1. O89049. purified TrxR1 substrate turnover, NADPH consumption readout. Potency, µM (series often up to 114 µM), for the others: at the highest dose activity change, negative = substrate turnover. hit rate 0.01% among 390,000; note: potency is the fitted concentration of half-maximal effect; % is set by controls: 0 for no effect and ±100 for the full control effect; nearly all actives have a fitted effect of over 50% in size
Target sequence (O89049 whole entry, looked up): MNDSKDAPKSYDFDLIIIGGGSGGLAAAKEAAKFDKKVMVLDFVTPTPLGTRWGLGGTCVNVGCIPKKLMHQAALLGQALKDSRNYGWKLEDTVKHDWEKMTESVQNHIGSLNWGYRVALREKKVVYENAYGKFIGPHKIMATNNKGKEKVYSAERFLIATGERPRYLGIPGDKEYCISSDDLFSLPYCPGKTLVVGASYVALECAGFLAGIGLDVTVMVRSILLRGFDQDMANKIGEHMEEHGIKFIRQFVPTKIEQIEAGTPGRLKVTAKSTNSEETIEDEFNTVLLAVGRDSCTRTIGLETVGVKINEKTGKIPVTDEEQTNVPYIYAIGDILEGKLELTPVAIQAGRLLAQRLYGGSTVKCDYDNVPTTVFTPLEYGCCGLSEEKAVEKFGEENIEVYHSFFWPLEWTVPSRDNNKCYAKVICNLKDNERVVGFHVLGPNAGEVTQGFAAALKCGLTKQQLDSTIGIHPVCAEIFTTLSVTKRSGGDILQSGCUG
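Rat TrxR1, dispensed at 90 nM, was prereduced with 400 uM NADPH (final) for 5 min at ~22 deg C, then incubated with compound 15 min before 400 uM selenite. A first-read NADPH fluorescence drop versus no-compound background flagged substrates.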
mIDH1 inhibitor: human IDH1 R132H inhibition | IDH1-R132H enzyme, NADPH consumption, diaphorase/resazurin fluorescence | Potency, µM (highest dose often 76.6 µM), inactives show at the highest dose activity change, negative = inhibition, hits mostly inhibitors | hit rate 0.093% among 390,000 | AID 602179; note: potency is the fitted concentration of half-maximal effect; % is set by controls: 0 for no effect and ±100 for the full control effect; nearly all actives have a fitted effect of over 65% in size
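IDH1-R132H (0.5 ug/mL dispensed) in pH 7.5 Tris buffer was preincubated 30 min with compound, then given a substrate mix of 0.016 mM NADPH and 2 mM alpha-KG for 80 min at room temperature; remaining NADPH was read by diaphorase/resazurin fluorescence.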
TRHR agonist: agonists of human TRH receptor | P34981 | TRHR cells, calcium flux fluo-8, FDSS agonist mode | activation, % at 2 µM | hit rate 0.18% among 360,000 | AID 493084; in the data active = activation above about 30%; note: 0% is about no effect
Target sequence (P34981 whole entry, looked up): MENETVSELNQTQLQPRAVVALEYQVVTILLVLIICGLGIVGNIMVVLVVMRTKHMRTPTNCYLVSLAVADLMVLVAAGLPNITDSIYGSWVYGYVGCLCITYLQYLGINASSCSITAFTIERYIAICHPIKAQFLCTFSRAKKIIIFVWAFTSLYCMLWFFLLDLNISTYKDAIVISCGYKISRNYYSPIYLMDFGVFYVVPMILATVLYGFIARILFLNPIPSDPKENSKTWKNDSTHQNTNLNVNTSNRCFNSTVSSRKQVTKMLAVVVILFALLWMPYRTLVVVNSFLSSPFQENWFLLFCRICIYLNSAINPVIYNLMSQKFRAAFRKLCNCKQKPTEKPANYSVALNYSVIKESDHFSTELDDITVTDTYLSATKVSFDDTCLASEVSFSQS
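In this calcium-flux screen, cells bearing human TRHR are dye-loaded with fluo-8, baselined for 10 cycles, then exposed to library compounds; positive kinetic calcium responses during the agonist phase mark hits, with TRH as control.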
USP1 inh: inhibitors of human USP1/UAF1 deubiquitinase. O94782. recombinant USP1/UAF1, Ub-Rhodamine cleavage fluorescence. Potency, µM (series often up to 57.1 µM), inactives show at the top dose activity change, negative = inhibition, most hits filed as inhibitors. hit rate 0.23% among 390,000; note: potency is the fitted concentration of half-maximal effect; % is set by controls: 0 for no effect and ±100 for the full control effect; nearly all actives have a fitted effect of over 60% in size; inactives centre near -12
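USP1/UAF1 complex (1 nM) preincubated 15 min at room temperature with compound, then Ub-Rho substrate (150 nM final) added. Kinetic fluorescence at 480/540 nm over 6 reads at 60 s intervals; 50 mM HEPES pH 7.8, 0.5 mM EDTA, 0.1 mg/ml BSA, 1 mM TCEP, 0.01% Tween-20.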
TRHR enhancer: TRH receptor (human) allosteric enhancement; TRHR cells, fluo-8 calcium fluorescence, EC20 TRH enhancement; enhancement, % at 2 µM; hit rate 0.66% among 360,000; in the data active = enhancement above about 30%; note: 0% is about no effect
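Enhancer read-out: after compound pinning and an initial kinetic agonist-mode read, an EC20 of TRH (10 nM final) was injected and fluo-8 calcium signal (Ex 480/Em 530) followed at 1 s/cycle for 100 cycles in TRHR-expressing cells.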
Pin1 inh: inhibitors of human Pin1; hit rate 0.009% among 390,000; Pin1 FP peptide displacement, HiFluor488, 10 min; Potency, µM (highest dose often 115 µM), for the others: top-dose activity, negative = inhibition, most hits filed as inhibitors; Q13526; active = well fitted inhibition curve with a large enough effect in the polarisation, with a control signal flat, not every such curve was filed as active; inconclusive = small, poorly fitted or top-dose-only effect, or effect the other way, or a change in a side signal; inactive = no such curve, though single readings can be large or run the other way; the % refers to the polarisation; note: potency is the fitted concentration of half-maximal effect; % is set by controls: 0 for no effect and ±100 for the full control effect
Target sequence (Q13526 whole entry, looked up): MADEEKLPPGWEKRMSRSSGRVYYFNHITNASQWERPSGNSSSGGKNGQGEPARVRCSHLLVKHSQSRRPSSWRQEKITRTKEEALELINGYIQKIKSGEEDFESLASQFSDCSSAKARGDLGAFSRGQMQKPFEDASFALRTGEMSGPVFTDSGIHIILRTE
rTrxR1 inhibitor: rat TrxR1 inhibition. O89049. recombinant rTrxR1, NADPH fluorescence consumption, selenite substrate. Potency, µM (titrated, usually from 114 µM), for the others: top-dose activity change, negative = inhibition, most hits filed as inhibitors. hit rate 1% among 390,000; note: potency is the fitted concentration of half-maximal effect; % is set by controls: 0 for no effect and ±100 for the full control effect; nearly all actives have a fitted effect of over 65% in size
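Rat TrxR1 (90 nM in the dispensed reagent) was pre-reduced with 400 uM NADPH for 5 min at room temperature, then incubated with compound for 15 min. After 400 uM selenite was added, NADPH fluorescence (Ex 340/Em 450 nm) was followed for 8 min.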
D2 ag: D2 dopamine receptor (human) agonism; P14416; AID 485358; activation, % at 2 µM; HEK293 T-REx D2 cells, calcium flux agonist mode; hit rate 0.53% among 340,000;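 active = activation over 3 SD above normal in the single-dose calcium agonist read, cut at about 30% in these data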; note: 0% is about no effect
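Tetracycline-induced HEK293 T-REx cells with force-coupled D2 receptor, plated overnight at 30 C, loaded with no-wash calcium dye. After a 10 s baseline, compound was pin-added and calcium flux read kinetically for 180 s; calcium rises flagged agonists.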
D2 antag: antagonists of human D2 dopamine receptor; P14416; HEK293 TREx D2 cells, calcium flux, dopamine EC80; inhibition, % at 10 µM; hit rate 2% among 340,000; in the data active = inhibition above about 30%; note: 0% is about no effect
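Calcium flux kinetic readout in an inducible HEK293 TREx D2 line plated overnight at 30 C. After 180 s compound exposure, an EC80 dopamine challenge follows with another 180 s kinetic read to detect antagonism.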
Starred values were filed as active, the others as inactive; & = joins results of further samples; [ ] = dose if it differs, or a comment. Unless noted, calls come from the whole dose curve; as a rule, active = well fitted inhibition curve with a large enough effect; inconclusive = small, poorly fitted or top-dose-only effect; inactive = no such curve, though single readings can be large or run the other way. Some of the compounds tested; count on the stated rates, not on these rows.

COc1cccc2cc3c(=O)oc4ccccc4c3nc12 was read as TrxR1 substrate 25%, mIDH1 inhibitor 6%, TRHR agonist -0.8, USP1 inh 3%, TRHR enhancer 2, Pin1 inh 1%, rTrxR1 inhibitor 3%, D2 ag -0.1 and D2 antag -9.
`CCOC(=O)c1c(NC(C)=O)c2c3c(sc2n1Cc1c(C)cc(C)cc1C)CCCC3` gave TrxR1 substrate -2%, TRHR agonist -0.1, USP1 inh -24%, TRHR enhancer 4, Pin1 inh -6%, rTrxR1 inhibitor 6% and D2 ag 0.0.
For Cn1c(=O)oc2cc(S(=O)(=O)N3CCC(N4CCCCC4)CC3)ccc21 the results were TrxR1 substrate 4%[57.1 µM], mIDH1 inhibitor -8%, TRHR agonist -2.5, USP1 inh -16%, TRHR enhancer 3, Pin1 inh -3%, rTrxR1 inhibitor 4%[57.1 µM], D2 ag -1.4 and D2 antag -8.
`CC1CCCC(NC(=O)C2CCN(S(=O)(=O)c3cccc4nonc34)CC2)C1C` (stereo not given) gave TrxR1 substrate 7%[0.457 µM], mIDH1 inhibitor 3%, TRHR agonist 0.8, USP1 inh -5%, TRHR enhancer 7, Pin1 inh 10%, rTrxR1 inhibitor 5%, D2 ag 0.3 and D2 antag 8.
COc1ccc(N2CCN(C(CNC(=O)c3cccs3)c3ccco3)CC2)cc1 (stereo not given) was read as TrxR1 substrate -1%, mIDH1 inhibitor -1%, TRHR agonist 0.1, USP1 inh -8%, TRHR enhancer 19, Pin1 inh -3%, rTrxR1 inhibitor 11%, D2 ag 0.0 and D2 antag -1.
Screening O=C(N=Nc1c(O)[nH]c2ccc(Br)cc12)c1cc(-c2cccs2)nc2ccccc12 returned TrxR1 substrate 6%, mIDH1 inhibitor 0%, TRHR agonist -0.4, USP1 inh -12%, TRHR enhancer -3, Pin1 inh -11%, rTrxR1 inhibitor 11%, D2 ag -1.3 and D2 antag 5.
Cc1ccc(CN2CCN(Cc3ccc(-n4cccn4)cc3)CC2CCO)cc1 (stereo not given) was read as TrxR1 substrate 7%[57.1 µM], mIDH1 inhibitor 7%, TRHR agonist 0.1, USP1 inh -10%, TRHR enhancer 0, Pin1 inh -7%, rTrxR1 inhibitor 11%[57.1 µM], D2 ag -1.4 and D2 antag -15.
For COc1ccccc1NC(=O)COc1ccc(/C=N/NS(=O)(=O)c2ccc(C)cc2)cc1 the results were TrxR1 substrate 19%[57.1 µM], mIDH1 inhibitor 7%, TRHR agonist -0.5, USP1 inh -25%, TRHR enhancer 2, Pin1 inh 6%, rTrxR1 inhibitor 20%[57.1 µM], D2 ag -0.7 and D2 antag -5.
`COc1ccc(N(C(C)C(=O)Nc2ccc(S(=O)(=O)N3CCCCC3)cc2)S(C)(=O)=O)cc1` (stereo not given) gave TrxR1 substrate -2%[57.1 µM], mIDH1 inhibitor 0%, TRHR agonist -1.3, USP1 inh -20%, TRHR enhancer 7, Pin1 inh -17%, rTrxR1 inhibitor 10%[57.1 µM], D2 ag -1.1 and D2 antag 16.
Screening O=C(NC1CCCC1)C(c1ccc(F)cc1)N(C(=O)Cc1cccs1)c1ccc2c(c1)OCCO2 (stereo not given) returned TrxR1 substrate 8%[57.1 µM], mIDH1 inhibitor 10µM*, TRHR agonist 0.2, USP1 inh -8%, TRHR enhancer 30*, Pin1 inh 3%, rTrxR1 inhibitor 3%[57.1 µM], D2 ag 0.3 and D2 antag 5.
Screening CCN1CCN(CCCNC(=O)CS(=O)(=O)Cc2nc(-c3cccc(OC)c3)oc2C)CC1 returned TrxR1 substrate 6%&11%, mIDH1 inhibitor 0%&-16%, TRHR agonist -0.7&-0.2, USP1 inh -8%&-16%, TRHR enhancer 3&-8, Pin1 inh -6%&4%, rTrxR1 inhibitor -8%&43%, D2 ag -0.9&-0.7 and D2 antag -1.
For CCOc1ccccc1NC(=O)c1cc(Cl)ccc1NC(=O)c1ccco1 the results were TrxR1 substrate -2%, mIDH1 inhibitor 11%, TRHR agonist 0.9, USP1 inh 0%, TRHR enhancer 5, Pin1 inh -1%, rTrxR1 inhibitor -6%, D2 ag 0.7 and D2 antag -14.
Screening N#C/C(=C(\O)C(F)(F)F)c1nnc2n1CCCCC2 returned TrxR1 substrate 8%[57.1 µM], mIDH1 inhibitor 13%, TRHR agonist 0.1, USP1 inh -15%, TRHR enhancer 3, Pin1 inh -3%, rTrxR1 inhibitor 17%[57.1 µM], D2 ag 1.1 and D2 antag -4.
For O=S(=O)(c1ccc(Cl)s1)N1CCN(Cc2ccccc2)CC1 the results were TrxR1 substrate -9%[57.1 µM], mIDH1 inhibitor 5%, TRHR agonist -0.1, USP1 inh -24%, TRHR enhancer -2, Pin1 inh 2%, rTrxR1 inhibitor 2%[57.1 µM], D2 ag -0.4 and D2 antag -24.
`COc1ccc(CCC(=O)NNC(=O)Nc2ccc(OC)c(OC)c2)cc1` gave TrxR1 substrate 7%, mIDH1 inhibitor -3%, TRHR agonist 0.6, USP1 inh -20%, TRHR enhancer -4, Pin1 inh -3%, rTrxR1 inhibitor 24%, D2 ag 0.5 and D2 antag -3.
`O=C(CN1CCN(C(=S)NC2CCCC2)CC1)Nc1ccc(Oc2ccccc2)cc1` gave TrxR1 substrate -10%, mIDH1 inhibitor -4%, TRHR agonist -0.2, USP1 inh -8%, TRHR enhancer 4, Pin1 inh 13%, rTrxR1 inhibitor -11%, D2 ag -0.2 and D2 antag -2.
`COc1ccccc1Nc1nc(N)nc(CSc2nnc(C)s2)n1` gave TrxR1 substrate -9%, mIDH1 inhibitor 0%, TRHR agonist -0.2, USP1 inh 4%, TRHR enhancer 3, Pin1 inh inconclusive, rTrxR1 inhibitor -12%, D2 ag -0.7 and D2 antag 3.
`CNc1ncnc2c1ncn2-c1ccccc1` gave TrxR1 substrate 5%[11.4 µM], mIDH1 inhibitor 7%, USP1 inh -5%, Pin1 inh -8% and rTrxR1 inhibitor 10%[11.4 µM].
For CN(C)c1nc(N)nc(CSc2nnnn2-c2ccc(F)cc2)n1 the results were TrxR1 substrate -5%[57.1 µM], mIDH1 inhibitor 2%, TRHR agonist 0.0, USP1 inh -13%, TRHR enhancer 38*, Pin1 inh 3% and rTrxR1 inhibitor 7%.
For CCN(CC(=O)Nc1ccc(NC(C)=O)cc1)C(=O)CCCc1nc2ccccc2c(=O)[nH]1 the results were TrxR1 substrate -8%, mIDH1 inhibitor 3%, TRHR agonist 0.4, USP1 inh -10%, TRHR enhancer 4, Pin1 inh 2%, rTrxR1 inhibitor -9%, D2 ag 0.2 and D2 antag -3.
For O=C(CCN1C(=O)C2C3C=CC(C3)C2C1=O)N1CCN(c2cccc(Cl)c2)CC1 (stereo not given) the results were TrxR1 substrate 6%[57.1 µM], mIDH1 inhibitor -2%, TRHR agonist -0.3, USP1 inh -1%, TRHR enhancer -16, Pin1 inh -3%, rTrxR1 inhibitor 2%[57.1 µM], D2 ag -1.6 and D2 antag 7.
`NS(=O)(=O)c1ccc(NC(=O)c2ccc(S(=O)(=O)N3CCCCC3)cc2)cc1` gave TrxR1 substrate -4%, mIDH1 inhibitor 12%, USP1 inh -12%, Pin1 inh 20% and rTrxR1 inhibitor -11%.
Cc1ccc(C(=O)N/N=C/C=C/c2ccccc2)cc1 was read as TrxR1 substrate -2%, mIDH1 inhibitor 5%, TRHR agonist 1.0, USP1 inh -5%, TRHR enhancer -2, Pin1 inh 13%, rTrxR1 inhibitor 3%, D2 ag -0.9 and D2 antag 28.
`CCCCc1nc(NCCNC(=O)c2ccccc2)c(C#N)c2c1CSC(C)(C)C2` gave TrxR1 substrate 11%[57.1 µM], mIDH1 inhibitor -1%, TRHR agonist -0.9, USP1 inh -26%, TRHR enhancer -5, Pin1 inh 24%, rTrxR1 inhibitor -1%[57.1 µM], D2 ag -1.0 and D2 antag -7.
Screening CCCOc1ccc(C(=O)Nc2ccc(NC(=O)c3cccs3)cc2)cc1 returned TrxR1 substrate 9%, mIDH1 inhibitor 4%, TRHR agonist 0.6, USP1 inh -14%, TRHR enhancer 10, Pin1 inh -2%, rTrxR1 inhibitor 27%, D2 ag 1.1 and D2 antag -13.
Screening CN1CCN(C(=O)c2ccccc2N(Cc2ccccc2)S(C)(=O)=O)CC1 returned TrxR1 substrate -7%[57.1 µM], mIDH1 inhibitor 7%, TRHR agonist 1.0, USP1 inh -21%, TRHR enhancer 11, Pin1 inh -9%, rTrxR1 inhibitor 8%[57.1 µM], D2 ag 0.6 and D2 antag 15.
`COc1ccc(Cl)cc1NC(=O)c1cnc2sccn2c1=O` gave TrxR1 substrate 5%, mIDH1 inhibitor 4%, TRHR agonist 0.1, USP1 inh -9%, TRHR enhancer -1, Pin1 inh -1%, rTrxR1 inhibitor 6%, D2 ag 0.6 and D2 antag -9.
O=S(=O)(c1ccc2ccccc2c1)n1cnc2ccccc21 was read as TrxR1 substrate 6%, mIDH1 inhibitor 11%, TRHR agonist 0.1, USP1 inh -10%, TRHR enhancer 1, Pin1 inh 13%, rTrxR1 inhibitor 29%, D2 ag 0.1 and D2 antag -11.
`CN(CC(=O)Nc1ccccc1Br)C(=O)c1cccn1C` gave TrxR1 substrate 4%, mIDH1 inhibitor 4%, TRHR agonist 0.4, USP1 inh -14%, TRHR enhancer 2, Pin1 inh 0%, rTrxR1 inhibitor 4%, D2 ag 0.5 and D2 antag 12.

Assay outcomes (PubChem)
